# DAX1 inh-1 = blocks DAX1 repression of SF-1 activated StAR promoter | AID 652010 | inhibition, % at 6.8 µM | hit rate 1.1% among 370,000 | HEK293T StAR-luciferase reporter, SF-1/DAX-1 repression relief;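 active = inhibition above the mean over all tested compounds plus 3 SD, cut at about 3.6% in these data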;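 also: 0% = DAX-1 cells with DMSO and 100% = cells lacking DAX-1 with DMSO; higher inhibition means more luminescence from relief of DAX-1 repression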
# NPR1 activator = GC-A (human) enzyme activation. HEK293 GC-A cells, cGMP TR-FRET, EC30 ANP; 0% at EC30 ANP, 100% saturating ANP. activation, % at 10 µM. hit rate 0.14% among 370,000. AID 1671463; in the data active = activation above about 40%
# Target sequence (P16066 whole entry, looked up): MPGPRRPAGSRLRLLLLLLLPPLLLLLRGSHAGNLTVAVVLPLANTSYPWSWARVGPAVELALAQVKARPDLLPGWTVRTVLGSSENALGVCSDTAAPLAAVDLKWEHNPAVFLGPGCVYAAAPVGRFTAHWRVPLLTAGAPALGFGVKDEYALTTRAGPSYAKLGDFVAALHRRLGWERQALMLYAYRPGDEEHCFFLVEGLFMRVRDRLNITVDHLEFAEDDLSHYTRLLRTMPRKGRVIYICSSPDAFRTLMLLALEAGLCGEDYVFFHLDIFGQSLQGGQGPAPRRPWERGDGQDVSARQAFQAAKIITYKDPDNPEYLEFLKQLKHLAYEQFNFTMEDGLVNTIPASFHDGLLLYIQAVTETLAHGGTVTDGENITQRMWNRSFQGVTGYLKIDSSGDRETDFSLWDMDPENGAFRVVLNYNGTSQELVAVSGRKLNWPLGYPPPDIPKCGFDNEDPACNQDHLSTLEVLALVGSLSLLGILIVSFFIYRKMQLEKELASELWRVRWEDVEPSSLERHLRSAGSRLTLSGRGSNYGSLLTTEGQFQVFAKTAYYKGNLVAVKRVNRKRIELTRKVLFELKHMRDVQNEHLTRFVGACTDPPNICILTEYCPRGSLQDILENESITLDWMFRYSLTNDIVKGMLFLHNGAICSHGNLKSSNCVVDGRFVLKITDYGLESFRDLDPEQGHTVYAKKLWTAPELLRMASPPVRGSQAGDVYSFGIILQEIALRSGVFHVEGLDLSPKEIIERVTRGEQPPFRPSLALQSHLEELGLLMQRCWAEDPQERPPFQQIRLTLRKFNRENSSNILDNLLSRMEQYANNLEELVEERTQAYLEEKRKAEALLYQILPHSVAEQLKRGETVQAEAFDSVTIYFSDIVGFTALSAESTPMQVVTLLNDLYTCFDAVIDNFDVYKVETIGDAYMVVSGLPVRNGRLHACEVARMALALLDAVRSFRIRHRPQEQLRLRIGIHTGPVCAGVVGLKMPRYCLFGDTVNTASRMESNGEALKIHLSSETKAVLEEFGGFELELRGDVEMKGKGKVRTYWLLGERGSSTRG
# ssDAF12 agonist = S. stercoralis DAF-12 activation, primary screen; HEK293 ssDAF-12/GRIP1 lit1-tk-luc reporter, luminescence; % of 3 µM dafachronic acid response; activation, % at 6.8 µM; hit rate 1% among 370,000;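 active = activation above the mean over all tested compounds plus 3 SD, cut at about 0.9% in these data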;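 also: 0% = DMSO-only wells and 100% = 3 µM delta7-dafachronic acid wells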
# ADAM10 inh = ADAM10 inhibition, QFRET primary screen; O14672; recombinant ADAM10, EDANS/DABCYL FRET peptide cleavage, 3 h; inhibition, % at 7 µM; hit rate 0.62% among 370,000; AID 720582;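 active = inhibition above a per-campaign cutoff equal to the mean of compounds falling between control-based bounds plus 3 SD, cut at about 20% in these data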;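 also: 0% = DMSO wells while the 100% control is not disclosed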
# PG9 binder = binds the HIV-1 gp120 antibody PG9; AID 624416; hit rate 0.43% among 360,000; inhibition, % at 6.7 µM; TR-FRET gp120-PG9 antibody binding; in the data active = inhibition above about 8.5%
# FXN GAA850 act = increases GAA850 frataxin promoter reporter activity; activation, % at 6 µM; AID 540364; hit rate 0.56% among 360,000; HEK293 lucGAA850 FXN promoter luciferase reporter, 24 h; percent of 10 µM SAHA response;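 active = activation above the average of all compounds screened plus 3 SD, cutoff fixed separately per campaign, cut at about 7.5% in these data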;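 also: 0% = DMSO wells and 100% = 10 µM SAHA wells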
# SMARCA2 activ = SMARCA2 function activation, primary screen; MG213 cells, MMTV-luciferase reporter, dexamethasone, overnight; activation, % at 9.1 µM; hit rate 1% among 370,000; AID 652017; in the data active = activation above about 7.8%;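 also: 0% = vehicle wells and 100% = reference activator wells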
# hgDAF12 agonist = agonists of H. glycines DAF-12 nuclear receptor; HEK293 GAL4-hgDAF12 UAS-luciferase reporter, agonist luminescence; normalized to butyrate control; activation, % at 6.8 µM; hit rate 1.8% among 370,000; AID 687014;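 active = activation above a cutoff set at the mean of all screened compounds plus 3 SD, cut at about 10% in these data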;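 also: 0% = DMSO wells and 100% = sodium butyrate wells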
# ADAM17 inh = inhibits human ADAM17; recombinant ADAM17, EDANS/DABCYL FRET peptide cleavage; AID 720648; hit rate 0.83% among 370,000; inhibition, % at 6.95 µM;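 active = inhibition above the mean of compounds lying between control limits plus 3 SD, set per campaign, cut at about 8.5% in these data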;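 also: 0% = DMSO-only wells as the low control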
# DAX1 inh-2 = inhibits human nuclear receptor DAX1. P51843. HEK293 Gal4-DAX1 luciferase reporter, luminescence. inhibition, % at 6.75 µM. hit rate 0.99% among 340,000. AID 504766;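 active = inhibition above the mean over all tested compounds plus 3 SD, cut at about 4.2% in these data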;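 also: 0% = DAX1-transfected cells with DMSO and 100% = empty-vector control cells with DMSO; inhibition shows as a rise in luminescence from relieved DAX1 repression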
# hcDAF12 agonist = activates DAF-12 receptor from parasite H. contortus. AID 652067. HEK293 hcDAF-12 lit1-tk-luc reporter, luminescence; 0% DMSO, 100% Δ7-dafachronic acid. activation, % at 6.8 µM. hit rate 1.4% among 370,000;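 active = activation above the mean of all tested compounds plus 3 SD, cut at about 5.5% in these data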;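 also: 100% = response to 3 µM Δ7-dafachronic acid high control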
# * marks the source's active call; other numbers are inactive results; i = inactive.
# Start of the listing, in advance, nine compounds:
SMILES,DAX1 inh-1,NPR1 activator,ssDAF12 agonist,ADAM10 inh,PG9 binder,FXN GAA850 act,SMARCA2 activ,hgDAF12 agonist,ADAM17 inh,DAX1 inh-2,hcDAF12 agonist
Cc1cccc(NS(=O)(=O)c2ccc(C)c(C(=O)NCC(c3ccccc3)N(C)C)c2)c1 (stereo not given),-0.6,-1,-1.4,0,-1.2,-2.5,-2,-2.3,2,0.0,-0.1
O=C(c1ccc2c(=O)n(Cc3ccccc3Cl)c(=S)[nH]c2c1)N1CCOCC1,0.0,24,-1.2,-3,-1.5,-1.7,2,0.8,-3,1.4,-0.8
O=C(CN(CC1CCCO1)C(=O)CNS(=O)(=O)c1ccc(Cl)cc1)NCc1ccco1 (stereo not given),0.1,-1,-0.7,-2,1.5,1.1,-2,-0.4,0,-1.1,-0.6
O=C(Nc1ccc2c(c1)C(=O)c1ccccc1-2)c1ccccc1,0.5,-4,-0.4,-9,0.4,4.9,2,4.1,-5,-1.7,-0.2
NC1CCCCC1N=Cc1c(O)n(CCc2ccc(F)cc2)c(=O)[nH]c1=O (stereo not given),-0.6,-1,-0.2,-11,1.4,-0.9,0,2.1,-5,0.0,-0.9
COC(=O)CN1C(=O)N/C(=C/c2ccccc2OC)C1=O,1.3,4,-0.9,-18,-0.8,2.3,-2,3.0,-5,-0.6,0.4
CC(C)(C)OC(=O)C[C@H]1C/C=C\C[C@H](CC(=O)NCCO)C(=O)NC[C@H](c2ccccc2)OC1=O,-0.1,2,-1.2,1,1.3,2.2,-1,1.3,0,0.6,-0.9
COc1ccc(F)c(CN2CCCC(CO)(Cc3cccc(Cl)c3)C2)c1 (stereo not given),0.0,-8,-1.3,2,0.7,-1.8,-2,-1.8,0,1.2,-0.1
CCN(CC)C(=O)c1c2c(nc3ccccc13)-c1ccccc1CC2,-1.0,-6,-0.7,-149,4.5,-1.8,-4,-2.2,-28,-0.5,-2.4

# Results, from the start:
SMILES,DAX1 inh-1,NPR1 activator,ssDAF12 agonist,ADAM10 inh,PG9 binder,FXN GAA850 act,SMARCA2 activ,hgDAF12 agonist,ADAM17 inh,DAX1 inh-2,hcDAF12 agonist
Cc1cccc(NS(=O)(=O)c2ccc(C)c(C(=O)NCC(c3ccccc3)N(C)C)c2)c1 (stereo not given),-0.6,-1,-1.4,0,-1.2,-2.5,-2,-2.3,2,0.0,-0.1
O=C(c1ccc2c(=O)n(Cc3ccccc3Cl)c(=S)[nH]c2c1)N1CCOCC1,0.0,24,-1.2,-3,-1.5,-1.7,2,0.8,-3,1.4,-0.8
O=C(CN(CC1CCCO1)C(=O)CNS(=O)(=O)c1ccc(Cl)cc1)NCc1ccco1 (stereo not given),0.1,-1,-0.7,-2,1.5,1.1,-2,-0.4,0,-1.1,-0.6
O=C(Nc1ccc2c(c1)C(=O)c1ccccc1-2)c1ccccc1,0.5,-4,-0.4,-9,0.4,4.9,2,4.1,-5,-1.7,-0.2
NC1CCCCC1N=Cc1c(O)n(CCc2ccc(F)cc2)c(=O)[nH]c1=O (stereo not given),-0.6,-1,-0.2,-11,1.4,-0.9,0,2.1,-5,0.0,-0.9
COC(=O)CN1C(=O)N/C(=C/c2ccccc2OC)C1=O,1.3,4,-0.9,-18,-0.8,2.3,-2,3.0,-5,-0.6,0.4
CC(C)(C)OC(=O)C[C@H]1C/C=C\C[C@H](CC(=O)NCCO)C(=O)NC[C@H](c2ccccc2)OC1=O,-0.1,2,-1.2,1,1.3,2.2,-1,1.3,0,0.6,-0.9
COc1ccc(F)c(CN2CCCC(CO)(Cc3cccc(Cl)c3)C2)c1 (stereo not given),0.0,-8,-1.3,2,0.7,-1.8,-2,-1.8,0,1.2,-0.1
CCN(CC)C(=O)c1c2c(nc3ccccc13)-c1ccccc1CC2,-1.0,-6,-0.7,-149,4.5,-1.8,-4,-2.2,-28,-0.5,-2.4
Cc1ccc(NC(=S)/C(=C(\[O-])c2ccc(F)cc2)[n+]2ccccc2)cc1,0.8,2,0.1,-14,-0.7,1.8,1,6.3,-6,1.2,4.4
CC1(c2ccccc2)CCC(=O)NC1 (stereo not given),-0.4,1,-1.3,-1,0.2,0.0,-2,-3.0,2,1.8,-1.8
CCOC(=O)C(=O)Nc1ccc(S(=O)(=O)Nc2nccc(C)n2)cc1,0.9,1,-1.0,-3,-2.8,-0.5,-6,-2.2,-3,2.0,0.4
CN(C)Cc1c(O)ccc2c(-c3ccccc3)cc(=O)oc12,0.0,6,-0.7,-126,-1.7,2.9,1,-1.0,-48,-0.1,0.5
CC[C@@]1(C(=O)OC)N[C@H](CN(C)C(=O)Nc2ccc(Cl)cc2)[C@@H]2C(=O)N(Cc3ccccc3)C(=O)[C@@H]21,-0.4,1,-0.7,-7,-2.5,17*,-4,-1.8,-4,-0.9,2.0
Cc1nc(-n2nnc(CO)c2CO)nc2c1CCC2,0.9,-3,-1.8,-2,0.0,1.3,-3,-2.5,-4,-0.3,-1.3
CC(Nc1ccc2c(c1)OCCO2)C(=O)N1c2ccccc2CC1C (stereo not given),-1.4,-5,-1.8,2,-1.7,1.8,-2,-2.0,-2,-1.0,0.3
CC1CN(C(=O)c2c(Br)cnn2C)CC(C)O1 (stereo not given),0.9,-1,-1.3,-6,-0.8,0.5,0,1.9,-5,-0.3,-2.0
COc1ccc(-n2ncc3c2CC(C)(C)CC3NC(=O)c2ccoc2C)cc1 (stereo not given),-1.1,0,-0.2,-3,-1.2,1.6,0,-0.6,-2,-0.3,3.7
Cc1ccc(C2c3[nH]c4ccccc4c3C[C@H]3C(=O)N(c4ccccc4C(=O)N4CCC[C@@H]4C(=O)O)C(=O)N23)cc1 (stereo not given in full),2.4,-3,0.3,-16,0.8,0.3,5,4.3,-7,1.9,10*
Nc1ncnc2c1cnn2C1CCCCC1,-0.1,5,-1.3,-1,-0.6,-0.1,-2,-0.3,-2,2.5,-1.6
O=C(COc1ccc(Cl)cc1Cl)N/N=C/CCc1ccccc1,-0.4,1,-0.6,1,-1.5,1.0,2,0.9,-1,1.6,0.0
CC(C)NC(=S)Nc1ccc(Oc2ccccc2)cc1,-0.2,6,0.0,0,1.4,-4.0,1,1.4,-1,0.7,-1.4
CCN(CC)S(=O)(=O)c1ccc(O)c(NC(=O)COc2ccc(S(=O)(=O)N3CCOCC3)cc2)c1,-1.5,1,-0.9,5,-2.0,0.5,4,-1.1,1,-0.7,1.4
O=C(Nc1ccc(Cl)cn1)c1cccc2c(Br)cccc12,0.0,14,-0.3,-1,6.6,-1.3,0,1.4,-2,-0.7,2.9
Cc1noc(C)c1COc1cccc(C(=O)Nc2ccccc2)c1,-0.9,1,-1.7,-13,0.8,1.2,-3,-4.2,-2,-0.4,-1.1
Cc1cc(-c2ccc(/C=N/n3cnnc3)o2)ccc1Cl,-0.8,-7,-1.7,-82,-3.9,0.2,0,-2.4,-27,0.6,-1.5
COc1ccc(C(=Cc2ccccc2[N+](=O)[O-])C(=O)O)cc1,-2.4,-4,-0.6,-16,0.2,2.6,-2,0.3,-7,0.2,3.2
CC1CCCC(NC(=O)COC(=O)Cc2ccsc2)C1C (stereo not given),0.4,-4,-0.8,4,0.8,0.4,4,-1.0,-1,-0.2,0.9
O=[N+]([O-])c1ccc(Oc2ccc(F)cc2)c2ccncc12,-0.7,8,-1.7,-1,-0.1,-2.7,0,5.9,-1,0.2,-0.9
C=C(C)COc1ccc2c(C)c(CCC(=O)NC3CC3)c(=O)oc2c1,-0.4,8,-0.6,i,0.1,-0.4,0,-1.9,-437,-0.6,-1.9
O=C(OCc1cn([C@@H]2C[C@H](c3ccc(Cl)cc3)N(Cc3cccs3)C[C@H]2O)nn1)c1ccccc1,-0.1,1,-0.7,-15,1.4,1.0,-2,0.6,-4,-0.1,-1.0
COc1ccc2c(c1OC)C(=O)N1C2SC[C@H]1C(=O)NC1CC1 (stereo not given in full),-0.5,3,-1.0,-80,-1.8,-1.7,1,3.8,-19,-1.1,-0.8
CCc1cccc2c(C(=O)CSc3nncn3-c3ccc(OC)cc3)c[nH]c12,-0.3,1,-1.8,18,0.2,-0.8,0,-1.3,2,0.2,-0.6
NS(=O)(=O)c1ccc(NC(=O)C2CCCN(S(=O)(=O)c3ccc(F)cc3)C2)cc1 (stereo not given),0.2,-4,-1.0,7,-1.2,2.8,-2,3.1,0,-0.3,-3.0
CC(C)(C)C(=O)CSc1ncnc2sc3c(c12)CCC3,1.6,-3,-1.0,1,1.2,3.6,-2,5.5,3,1.2,-2.6
Cc1nn(C2CCS(=O)(=O)C2)c(Cl)c1/C=C/C(=O)OCC(=O)N(C)C (stereo not given),-0.4,0,-1.8,0,-1.3,-0.4,0,1.2,-6,-0.3,-1.1
O=S(=O)(c1ccc2ccccc2c1)N1CCN(c2ccc(O)cc2)CC1,-3.7,-1,-1.6,-8,0.8,-0.1,-1,-4.7,-1,-1.5,-2.3
COC(=O)c1ccc2c(c1)c(-c1ccccc1)c(-c1ccccc1)n2C,2.8,-7,-0.4,-25,1.1,-0.2,-5,1.4,-7,-0.6,-0.9
C=CCn1c(SCC(=O)NC2CCS(=O)(=O)C2)nnc1-c1cc2c(s1)CCC(CC)C2 (stereo not given),1.2,1,-1.4,-4,-1.3,5.7,1,10,-5,-0.1,0.8
COc1ccc(OC)c(/C=N/NC(=O)CCc2ccc(O)c(O)c2)c1,0.0,3,-0.9,i,-3.4,4.1,-4,-2.0,-204,0.4,-0.6
CN1C(=O)c2cccc3c(S(=O)(=O)NCCc4ccccc4)ccc1c23,-0.3,8,-1.1,-434,0.5,-1.4,-2,-0.5,-161,1.9,-1.0
CC12CC3CC1C(C(=O)O2)C3C(=O)O (stereo not given),-0.3,1,-0.8,-17,-0.5,1.1,-7,-2.6,-3,0.3,-2.4
Cc1c(C(=O)Nc2ccccc2)sc2nc(-c3ccccc3)cn12,-0.3,6,-1.3,13,-1.1,1.1,0,0.6,5,-0.7,1.7
CC1Cc2nc(SCC(=O)NCC3CCCO3)n(C)c(=O)c2S1 (stereo not given),-0.8,-1,-1.0,-5,-1.0,2.3,0,-3.5,-6,2.1,1.3
CN(C(=O)CSc1nccc(=O)[nH]1)C1CCCCC1,0.9,3,-0.5,-10,3.0,2.2,-1,-0.3,-2,0.5,1.1
O=C(N1CCOCC1)N(CCN1CCOCC1)Cc1cccc2ccccc12,0.2,1,-1.2,-5,0.6,0.4,0,0.1,-4,-0.6,-1.2

# Bioassay records: PubChem, several laboratories
